From PubChem
Yp Topo-I inh: inhibitors of Yersinia pestis topoisomerase I | Y. pestis Topo-I cleavage product accumulation, plate reader | 0.064% of 360,000 active | activity, % at 10 µM; in the data active = activity above about 50%, passing the limit was not always enough; inconclusive = no clear call, values can overlap the other calls; also: inactives centre near 2
MazF activator: MazEF (E. coli) toxin RNase activation; 0.32% of 350,000 active; AID 504720; activation, % at 20 µM; P0AE70; FAM/BHQ RNA-DNA oligo cleavage fluorescence, 5 h; in the data active = activation above about 50%
Target sequence (P0AE70 whole entry, looked up): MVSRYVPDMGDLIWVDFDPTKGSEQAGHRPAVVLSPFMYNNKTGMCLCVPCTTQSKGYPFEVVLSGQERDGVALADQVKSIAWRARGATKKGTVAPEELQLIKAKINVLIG
DUSP3 inh: blocks human VHR1 dual specificity phosphatase; recombinant VHR phosphatase, pNPP absorbance; inhibition, % at 13.3 µM; 0.52% of 290,000 active; AID 1654; in the data active = inhibition above about 50%; also: some compounds called inactive have numbers as strong as hits
Target sequence (P51452 whole entry, looked up): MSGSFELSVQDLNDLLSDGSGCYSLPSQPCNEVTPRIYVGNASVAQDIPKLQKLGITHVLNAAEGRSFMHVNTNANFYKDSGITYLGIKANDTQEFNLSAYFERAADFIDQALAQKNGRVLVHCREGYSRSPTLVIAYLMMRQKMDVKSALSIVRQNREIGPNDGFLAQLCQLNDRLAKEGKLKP
Vc quorum ag: induces V. cholerae light production without autoinducers | V. cholerae BH1578 lux reporter, luminescence, 6 h | activation, % at 18.7 µM | 0.16% of 350,000 active | AID 588436; in the data active = activation mostly above about 9.7%, no sharp cut-off; inconclusive = no clear call, values can overlap the other calls; inactive = mostly below about 3.7%; also: not every result past the cut was called active; inactives centre near 0; reference of the scale not given here
SARS 3CLpro inh: SARS-CoV 3CLpro protease inhibition | P0C6X7 | recombinant SARS-CoV 3CLpro, quenched FRET peptide cleavage | inhibition, % at 6 µM | 0.14% of 290,000 active | AID 1706; in the data active = inhibition above about 12%
Rv3671c protease: Rv3671c (M. tuberculosis) protease inhibition; P9WHR9; inhibition, % at 5.96 µM; 0.048% of 320,000 active; AID 2606; in the data active = inhibition above about 38%;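 also: extracellular domain of Rv3671c used as enzyme; 0% = enzyme with DMSO and 100% = no enzyme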
Anthrax LF prot: inhibitors of Bacillus anthracis lethal factor protease. multiplex microsphere protease cleavage assay, LF. inhibition, % at 10 µM. 0.12% of 360,000 active; in the data active = inhibition above about 30%; inconclusive = no clear call, values can overlap the other calls; also: plate controls were buffer without enzyme for full effect and enzyme alone for no effect
Target sequence (P15917 whole entry, looked up): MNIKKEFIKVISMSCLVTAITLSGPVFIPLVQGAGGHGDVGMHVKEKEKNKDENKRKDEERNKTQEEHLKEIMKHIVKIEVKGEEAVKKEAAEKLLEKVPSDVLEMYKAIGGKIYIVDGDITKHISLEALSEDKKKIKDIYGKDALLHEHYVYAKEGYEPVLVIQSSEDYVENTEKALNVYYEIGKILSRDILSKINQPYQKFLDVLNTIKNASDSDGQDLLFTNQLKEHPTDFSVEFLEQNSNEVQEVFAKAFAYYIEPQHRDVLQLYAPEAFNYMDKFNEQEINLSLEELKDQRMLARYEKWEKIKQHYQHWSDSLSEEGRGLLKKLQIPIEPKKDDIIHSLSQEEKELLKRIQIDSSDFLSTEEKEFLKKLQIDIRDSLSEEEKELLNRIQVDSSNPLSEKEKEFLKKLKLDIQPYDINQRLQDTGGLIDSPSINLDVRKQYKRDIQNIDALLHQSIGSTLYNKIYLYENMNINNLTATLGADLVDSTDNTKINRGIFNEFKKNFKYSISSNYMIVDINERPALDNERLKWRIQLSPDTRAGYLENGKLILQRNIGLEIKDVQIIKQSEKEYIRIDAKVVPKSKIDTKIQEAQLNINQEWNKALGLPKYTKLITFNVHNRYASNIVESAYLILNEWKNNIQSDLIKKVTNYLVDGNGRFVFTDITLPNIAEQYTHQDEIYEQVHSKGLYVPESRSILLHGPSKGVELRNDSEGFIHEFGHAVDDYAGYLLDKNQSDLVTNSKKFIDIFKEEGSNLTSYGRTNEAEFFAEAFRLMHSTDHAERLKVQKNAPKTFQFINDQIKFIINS
PfHsp40 rescue: rescue of PfHsp40-mediated yeast toxicity; growth rescue, % at 12.5 µM; 0.68% of 340,000 active; S. cerevisiae expressing PfHsp40, growth rescue, ATP luminescence; in the data active = growth rescue above about 28%, passing the limit was not always enough; inconclusive = no clear call, values can overlap the other calls;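 also: yeast W303a lacking pdr1 and pdr3 grown in galactose medium; growth measured after three days at 30 °C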
TcdB GH inh: blocks C. difficile toxin B glycohydrolase activity | TcdB glycohydrolase enzymatic assay, plate reader | inhibition, % at 9.99 µM | AID 652162 | 0.24% of 350,000 active | P18177; in the data active = inhibition above about 10%
SSB-PriA inh: blocks PriA binding to SSB C-terminal tail; AlphaScreen SSBct-PriA binding, biotinylated peptide; AID 1272365; inhibition, % at 33 µM; 0.6% of 430,000 active; in the data active = inhibition mostly above about 37%, no sharp cut-off; inactive = mostly below about 20%;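 also: plate controls were negative control peptide for no effect and reference peptide for full effect; strong numbers were not always called active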
* marks the source's active call; other numbers are inactive results; i = inactive; ? = inconclusive; nt = no result given. Only part of the results is shown; the hit share may differ from the screen's.

Start of the data: the first 4 records, ahead of the listing:
SMILES | Yp Topo-I inh | MazF activator | DUSP3 inh | Vc quorum ag | SARS 3CLpro inh | Rv3671c protease | Anthrax LF prot | PfHsp40 rescue | TcdB GH inh | SSB-PriA inh
CN(C(=O)COC(=O)c1cncc(Br)c1)C1CCS(=O)(=O)C1 (stereo unspecified) | 0.5 | -11.0 | 14.5 | -0.4 | 5.3 | 9.0 | -3.5 | -0.2 | 0.4 | 8.2
Cc1c(C(=O)Nc2ccc(S(=O)(=O)Nc3ncccn3)cc2)oc2ccc(F)cc12 | -1.2 | 2.9 | 14.2 | -1.0 | 2.2 | nt | 6.7 | -1.1 | 0.4 | 7.5
COc1cccc(OC)c1C(=O)Nn1c(-c2cccs2)nc2ccccc2c1=O | -3.2 | -9.4 | -6.9 | 0.6 | 2.2 | 9.2 | 0.2 | -0.8 | 0.2 | -9.9
Cc1c(Cl)cccc1NC(CC(=O)c1ccccc1)C(=O)OCC(=O)c1cccs1 (stereo unspecified) | 7.0 | -7.8 | -8.8 | -0.2 | -1.6 | -22.4 | -4.9 | 0.7 | nt | -17.0

The whole of this part, previewed entries included:
SMILES | Yp Topo-I inh | MazF activator | DUSP3 inh | Vc quorum ag | SARS 3CLpro inh | Rv3671c protease | Anthrax LF prot | PfHsp40 rescue | TcdB GH inh | SSB-PriA inh
CN(C(=O)COC(=O)c1cncc(Br)c1)C1CCS(=O)(=O)C1 (stereo unspecified) | 0.5 | -11.0 | 14.5 | -0.4 | 5.3 | 9.0 | -3.5 | -0.2 | 0.4 | 8.2
Cc1c(C(=O)Nc2ccc(S(=O)(=O)Nc3ncccn3)cc2)oc2ccc(F)cc12 | -1.2 | 2.9 | 14.2 | -1.0 | 2.2 | nt | 6.7 | -1.1 | 0.4 | 7.5
COc1cccc(OC)c1C(=O)Nn1c(-c2cccs2)nc2ccccc2c1=O | -3.2 | -9.4 | -6.9 | 0.6 | 2.2 | 9.2 | 0.2 | -0.8 | 0.2 | -9.9
Cc1c(Cl)cccc1NC(CC(=O)c1ccccc1)C(=O)OCC(=O)c1cccs1 (stereo unspecified) | 7.0 | -7.8 | -8.8 | -0.2 | -1.6 | -22.4 | -4.9 | 0.7 | nt | -17.0
CC12CN3CC(C)(CN(C1)C3c1ccc3c(c1)OCO3)C2O (stereo unspecified) | -0.4 | 3.9 | 32.6 | -0.3 | 4.6 | 2.2 | 2.3 | 0.4 | -0.9 | 3.9
CCn1c2ccccc2c2cc(NC(=O)C(C)Oc3ccc(OC)cc3)ccc21 (stereo unspecified) | 22.0 | -6.1 | 7.3 | 0.6 | 2.0 | -4.8 | -2.0 | 6.5 | nt | -6.5
COc1ccc(C(c2nnnn2C2CCCC2)N2CCN(C3CCCC3)CC2)cc1OC (stereo unspecified) | -8.8 | -1.6 | 13.2 | 3.6 | -3.1 | -3.5 | -2.1 | -0.4 | nt | -6.0
Cn1cnc(S(=O)(=O)NCc2ccc(Br)cc2)c1 | -5.8 | 12.3 | 12.8 | 0.5 | -5.6 | 2.5 | -6.5 | 0.2 | 2.9 | -4.1
CC(=O)Oc1ccc2oc(C)c(C(=O)N3CCOCC3)c2c1 | 5.7 | 1.7 | 18.8 | 5.0 | -2.8 | -9.1 | 5.2 | 0.4 | nt | -5.1
COc1cc(NC(=O)c2cc(S(=O)(=O)N3CCCCC3)ccc2N2CCOCC2)cc(OC)c1OC | -7.1 | -0.7 | nt | i | nt | nt | -0.7 | -0.8 | 0.4 | -13.2
CC12CCC(C(=O)N(CC3CO3)C1=O)C2(C)C (stereo unspecified) | -14.0 | 7.2 | 3.1 | -0.5 | 3.5 | -8.2 | -3.6 | 0.4 | 5.3 | -9.3
O=C(Nc1ccccc1OC(F)(F)F)c1ccc([N+](=O)[O-])cc1 | -0.2 | 3.5 | 3.4 | i | -2.1 | -3.1 | -4.1 | 0.7 | 0.9 | 3.2
CCOc1ccc(NC(=O)CN(C)C(=O)C2CC(=O)N(Cc3ccco3)C2)cc1OCC (stereo unspecified) | -8.4 | 4.3 | nt | -0.3 | nt | 3.3 | -4.7 | -1.6 | 1.4 | 6.9
COc1ccc(Cl)cc1S(=O)(=O)N1CCC(C(=O)NCc2ccco2)CC1 | 6.1 | -1.1 | 12.6 | -0.1 | -0.8 | 4.6 | 4.2 | 1.4 | 1.9 | -6.1
Nc1nonc1-c1noc(-c2ccccc2Br)n1 | 4.1 | 6.6 | 9.1 | i | 1.8 | -5.5 | 1.3 | 0.9 | nt | -17.5
CCC(C(=O)OCC(=O)c1c(N)n(CC(C)C)c(=O)n(C)c1=O)c1ccccc1 (stereo unspecified) | 4.0 | 0.2 | nt | i | nt | -3.2 | nt | -0.4 | 1.2 | -6.3
Cc1ccc(NC(=O)NCc2ccccn2)c(C)c1 | 3.4 | 5.1 | 15.0 | -0.5 | -7.5 | nt | -3.3 | -0.8 | 1.9 | 15.7
COc1ccc2cc(C(=O)C3CCCN(C(=O)c4sc(C)nc4C)C3)ccc2c1 (stereo unspecified) | 19.2 | 6.1 | 12.3 | i | -0.5 | -2.8 | -1.0 | 0.4 | -0.8 | -4.9
COc1cc(C(=O)N/N=C(\C)c2ccccn2)cc(OC)c1OC | 2.6 | 5.0 | -3.0 | -0.3 | -3.9 | 9.2 | -1.8 | -0.5 | -2.6 | nt
COc1ccc2c(c1)O/C(=C\c1ccco1)C2=O | 2.2 | 6.1 | 12.5 | i | 4.2 | -4.8 | -4.5 | 0.6 | 0.6 | -4.5
Cc1cc(C)cc(C(=O)NCCCc2ccccc2)c1 | 13.9 | 1.7 | -12.3 | -0.6 | -1.8 | -7.7 | -4.7 | 0.9 | 0.7 | -16.9
COc1ccc(-c2cc(CNc3nc(NC(C)C)nc4cc(-c5ccccc5)sc34)on2)cc1 | 20.1 | nt | nt | -0.2 | nt | nt | 2.3 | nt | 0.6 | nt
O=C(COc1ccc(/C=N/NC(=O)c2ccccc2Br)cc1)Nc1ccccc1 | -1.8 | 18.3 | 6.5 | -0.3 | 2.0 | -6.9 | -2.8 | 0.7 | -0.9 | nt
N/C(Cc1ccc(Cl)cc1)=N\OC(=O)c1ccccc1 | 1.9 | 3.1 | -0.5 | -0.4 | 0.1 | 0.9 | -1.0 | ? | -0.1 | nt
COC(=O)c1cnn(-c2ccc(F)cc2F)c1/C=N/NC(=S)NC(C)(C)C | 15.8 | 6.0 | 17.6 | -0.4 | -2.7 | -14.0 | 52.0* | 5.2 | 1.1 | nt
CC(C)CCN1C(=O)c2ccc(C(=O)Nc3ccccn3)cc2C1=O | -16.5 | -4.6 | 14.0 | 1.7 | 3.0 | -7.5 | -0.4 | 1.0 | 8.6 | -1.9
COc1ccccc1NC(=O)CN(C)S(=O)(=O)c1cccc2cccnc12 | 3.8 | -1.4 | -5.0 | -0.4 | -0.6 | -1.8 | 0.2 | -1.7 | 1.2 | -8.6
CCCN(Cc1cc2ccc(C)cc2[nH]c1=O)C(=O)c1ccccn1 | 1.6 | -4.5 | 6.2 | -0.3 | -10.8 | -3.1 | 7.2 | 0.3 | nt | -4.0
Cc1cccc2sc(NC(=O)C3CCN(S(=O)(=O)c4cc([N+](=O)[O-])ccc4Cl)CC3)nc12 | -6.2 | 3.5 | 7.8 | 1.9 | 3.1 | -30.2 | -0.3 | -1.9 | 0.1 | 12.9
Cc1ccc(C(=O)NCc2ccncc2)cc1S(=O)(=O)N1CCOCC1 | 4.4 | 3.2 | 14.4 | i | 2.5 | 5.1 | 2.0 | 0.8 | 2.9 | -6.8
CCCCNC(=O)CCn1c(=O)c2ccccc2n(Cc2ccc(Cl)cc2)c1=O | 6.3 | 8.3 | 7.6 | -0.3 | 1.5 | -0.7 | 0.4 | 0.3 | -4.6 | -0.4
CCc1c(C(=O)NNC(=O)Nc2ccc3c(c2)OCO3)csc1C | -11.2 | 3.1 | 7.4 | -0.6 | 1.1 | nt | 0.9 | 1.1 | 1.6 | 3.8
Cc1ccccc1NS(=O)(=O)c1ccc(OCC(=O)N2CCCCC2)cc1 | -7.4 | 2.8 | -12.2 | -4.2 | 0.4 | -9.2 | -4.8 | 0.3 | 10.8* | -3.2
[N-]=[N+]=CC(=O)CCCN1C(=O)c2ccccc2C1=O | 4.0 | 0.8 | 17.4 | -2.9 | -3.0 | 2.3 | 2.1 | 1.2 | nt | -0.9
Cc1ccccc1CN1CCN(Cc2ccc3cccc(F)c3n2)CC1CCO (stereo unspecified) | 18.6 | 11.3 | 20.7 | 1.2 | -0.3 | -0.6 | -3.2 | 2.5 | -5.5 | 2.7
O=C(c1ccccc1)c1nc[nH]c1C(=O)Nc1ccccn1 | -0.7 | 2.1 | 22.1 | -0.2 | -6.6 | -35.6 | -0.2 | 0.9 | nt | -15.0
N[C@@H](Cc1ccc(O)cc1)c1nnc([C@H](CCC(=O)O)NC(=O)C2CCNCC2)o1 | -1.5 | 3.3 | 10.3 | i | -0.1 | -3.3 | -5.0 | -1.3 | 0.6 | -17.9
COc1ccc(NC(=O)CSc2nnc(Cc3cccs3)n2-c2ccc(C)cc2)cc1 | 28.3 | 0.6 | 19.9 | -1.5 | -1.9 | 1.1 | -1.4 | -0.3 | 0.9 | 10.4
CNC(=O)/C(C#N)=C1/SC(Cc2ccc(F)cc2)C(=O)N1c1ccccc1 (stereo unspecified) | 9.2 | 5.8 | 21.0 | -0.4 | -2.6 | -15.7 | 0.0 | -0.7 | -0.7 | -0.8
Cc1ccc(CNc2nc(C)nc3sc4c(c23)CCC4)cc1 | 2.9 | -10.6 | 10.5 | i | -2.4 | -4.5 | -1.2 | 5.0 | nt | -6.1
CCCCN(C)CCC(=O)Nc1ccc(OC)cc1OC | 1.8 | 4.4 | 8.7 | i | -3.4 | -3.6 | -3.9 | -0.1 | nt | 0.2
Cc1cccc(C)c1NC(=O)CN1C(=O)CCSc2ccc(S(=O)(=O)N3CCCC3)cc21 | 4.7 | 8.6 | 3.7 | -0.9 | -0.6 | 1.6 | 3.2 | -1.1 | -0.2 | -5.4
O=C(O)Cn1cc(C=C2C(=O)NC(=O)NC2=O)c2ccccc21 | 3.2 | -19.1 | nt | -1.3 | -4.7 | -0.8 | 4.7 | 0.8 | 1.3 | -2.4
Cc1ccc(Cn2c(CCC(=O)O)nc3ncccc3c2=O)cc1 | 1.9 | 3.3 | 35.9 | -12.9 | 1.0 | nt | 19.7 | 0.5 | 1.2 | -11.9
Cc1[nH]c2ccc3ncccc3c2c1C | -5.6 | 0.4 | -7.0 | 0.0 | 1.2 | 3.4 | -1.0 | -0.9 | nt | 22.3
O=C(CN1CCN(c2ccccc2F)CC1)Nc1ccccc1F | -2.9 | 6.8 | 14.1 | 1.4 | -6.3 | 7.1 | -0.3 | 0.0 | nt | -4.4
Cc1ccc(NC(=S)N2CCCN(Cc3ccc(F)cc3)C2)c(C)c1 | -0.1 | 1.0 | 33.2 | -0.8 | 3.2 | -12.2 | -1.2 | -1.2 | 1.2 | 11.3
OCCCNCc1ccc(-c2ccccc2)cc1 | 6.5 | 3.6 | 15.1 | -0.3 | 1.6 | 3.5 | -1.2 | -0.1 | 0.3 | -7.2
Cc1cccc(NC(=S)N(CCN(C)C)C(C)c2cccnc2)c1 (stereo unspecified) | -1.9 | 8.9 | 3.9 | i | 6.6 | -8.2 | -1.0 | -3.1 | 5.8 | -5.3
CC(C)Cc1nc(N2CCOCC2)c(C#N)c2c1COC(C)(C)C2 | -1.9 | -0.1 | 1.9 | -5.0 | -3.5 | 5.8 | -1.0 | -1.2 | nt | -9.9
Oc1ccccc1C(=S)N1CCCCCC1 | 7.7 | 8.6 | 3.5 | i | -5.0 | -13.6 | -8.0 | 0.1 | nt | 2.0
CCOC(=O)C(NC(=O)c1ccccc1)(Nc1nnc(C)s1)C(F)(F)F (stereo unspecified) | -0.1 | -20.6 | 17.7 | -2.9 | 1.0 | -3.4 | -2.9 | -0.4 | nt | 1.2
Cc1nc2ccccc2n1CC(=O)N/N=C\c1ccccn1 | -5.8 | -13.6 | -11.3 | -0.6 | 3.8 | -7.9 | -3.4 | -0.7 | nt | nt
